# Screening data as filed in PubChem.
# FBW7 activator: FBW7 E3 ligase activators, primary screen, biochemical, AlphaScreen, human. normalized activity (activation), % at 26.1 µM. 650,000 tested, 0.13% active. AlphaScreen FBW7–phospho-cyclin E peptide binding, activator screen. AID 1259310, 2017. F-box/WD repeat-containing protein 7 (Homo sapiens), Q969H0; in the data active = normalized activity above about 1.9%;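 note: purified mutant Fbw7 with reduced substrate affinity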
# Target sequence (Q969H0 whole entry, looked up): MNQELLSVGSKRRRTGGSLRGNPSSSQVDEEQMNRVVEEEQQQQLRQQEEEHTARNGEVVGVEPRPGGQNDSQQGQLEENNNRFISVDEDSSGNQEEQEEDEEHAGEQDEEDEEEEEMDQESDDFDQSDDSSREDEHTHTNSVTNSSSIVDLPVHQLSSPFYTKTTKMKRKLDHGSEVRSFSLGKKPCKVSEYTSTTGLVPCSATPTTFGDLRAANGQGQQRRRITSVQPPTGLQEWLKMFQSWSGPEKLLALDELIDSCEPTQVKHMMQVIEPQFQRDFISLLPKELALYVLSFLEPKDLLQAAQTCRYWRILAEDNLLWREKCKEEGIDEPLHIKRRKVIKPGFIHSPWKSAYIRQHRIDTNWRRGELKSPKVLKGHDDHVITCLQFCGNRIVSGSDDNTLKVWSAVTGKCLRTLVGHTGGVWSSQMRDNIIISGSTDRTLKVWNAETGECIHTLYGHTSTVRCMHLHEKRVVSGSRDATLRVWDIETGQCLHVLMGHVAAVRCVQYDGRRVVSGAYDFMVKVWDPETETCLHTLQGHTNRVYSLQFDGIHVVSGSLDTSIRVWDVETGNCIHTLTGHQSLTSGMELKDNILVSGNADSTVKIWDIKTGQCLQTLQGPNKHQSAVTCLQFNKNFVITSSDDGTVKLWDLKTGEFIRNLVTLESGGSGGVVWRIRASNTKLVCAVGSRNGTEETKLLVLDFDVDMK
# TEAD-YAP block: TEAD-YAP interaction inhibition, primary screen, TEAD-YAP interaction inhibitor project, luminescence, HEK-TIYL cells; 640,000 tested, 1.4% active; TEAD-Gal4/YAP UAS-luciferase luminescence; AID 1259422, 2018; inhibition, % at 9.12 µM; in the data active = inhibition above about 32%;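 note: 0% = median of test compound wells and 100% = reference inhibitor wells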
# MITF inh: MITF inhibitors, primary screen, biochemical, AlphaScreen, human; Microphthalmia-associated transcription factor (Homo sapiens), O75030; AlphaScreen MITF homodimerization, bead proximity signal; inhibition, % at 2.6 µM; 650,000 tested, 0.91% active; in the data active = inhibition above about 50%;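 note: 0% = vehicle wells with protein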
# GPR151 activ: activators of human GPR151, primary screen, cell-based, PathHunter beta-arrestin, luminescence; G-protein coupled receptor 151 (Homo sapiens), Q8TDV0; PathHunter beta-arrestin GPR151 cells; activation, % at 11.2 µM; 650,000 tested, 1% active; in the data active = activation above about 4.9%;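 note: 0% = median of compound wells and 100% = cells with positive control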
# Target sequence (Q8TDV0 whole entry, looked up): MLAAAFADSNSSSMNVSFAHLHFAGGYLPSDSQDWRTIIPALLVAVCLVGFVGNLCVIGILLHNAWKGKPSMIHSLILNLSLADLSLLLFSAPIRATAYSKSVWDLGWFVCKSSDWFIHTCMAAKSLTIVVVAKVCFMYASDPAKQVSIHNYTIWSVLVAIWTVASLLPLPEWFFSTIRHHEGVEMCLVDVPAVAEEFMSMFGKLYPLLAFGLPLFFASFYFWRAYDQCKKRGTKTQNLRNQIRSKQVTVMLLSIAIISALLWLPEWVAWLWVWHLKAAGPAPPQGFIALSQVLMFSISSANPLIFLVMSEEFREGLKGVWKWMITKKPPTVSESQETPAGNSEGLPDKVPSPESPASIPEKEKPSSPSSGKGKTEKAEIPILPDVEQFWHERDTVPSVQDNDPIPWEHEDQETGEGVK
# * marks the source's active call; other numbers are inactive results.
SMILES,FBW7 activator,TEAD-YAP block,MITF inh,GPR151 activ
COc1cc(C2SC(NC(C)=O)=NN2C(C)=O)ccc1OCc1ccccc1 (configuration not stated),-0.3,-10.9,-0.4,0.1
CCOC(=O)c1ccccc1N1C(=O)C2C3C=CC(C(OC(C)=O)OC(C)=O)(O3)C2C1=O (configuration not stated),-0.1,-0.2,11.8,-0.2
CC(C)n1nccc1-c1nnc(NC(=O)c2ccco2)o1,-0.5,-2.3,4.4,-0.4
Cc1cccnc1NC(=S)Nc1ccc(S(N)(=O)=O)cc1,-0.2,-23.9,10.7,1.6
O=[N+]([O-])c1cccc(S(=O)(=O)N2CCN=C2c2ccccc2)c1,0.0,-4.4,1.1,-0.5
COc1ccccc1NC(=O)c1cc2c(s1)-c1ccccc1S(=O)(=O)C2,0.3,-4.4,6.7,-0.7
CC(C)(C)C(=O)CSc1nc2c(sc(=S)n2-c2ccccc2F)c(=O)n1-c1ccc(F)cc1,0.0,9.3,15.7,1.3
Cc1ccc(-c2nnc(CCC(=O)N(C)Cc3nccs3)o2)s1,-0.1,-36.9,-8.7,1.0
CCS(=O)(=O)N1CCCC(c2nnc(-c3ccccc3F)s2)C1 (configuration not stated),-0.2,-1.0,-12.1,-4.2
COc1ccc(-c2nc3ccccc3s2)c(OC)c1,0.2,-50.2,-0.3,-1.0
O=C(/C=C/c1ccccc1)Nc1c2c(nn1-c1ccc(Cl)cc1)CSC2,-0.1,8.8,-1.7,1.8
CC(C)N(CCNc1ncnc2c1nc(-c1cccs1)n2C(C)C)C(C)C,0.0,0.4,-0.1,0.0
COc1ccc(C2C(C#N)=C(N)Oc3n[nH]c(-c4ccc(C)cc4)c32)cc1 (configuration not stated),-0.1,-2.0,8.5,-0.4
Cc1ccc(NS(=O)(=O)c2ccc3[nH]c(=O)c(=O)[nH]c3c2)cc1Cl,0.0,2.4,-16.3,-0.2
CCOC(=O)C1=NN(C(=O)c2ccc(Cl)cc2)C(O)(c2ccc(C)cc2)C1 (configuration not stated),-0.1,2.3,-13.1,-0.8
CC(C)NS(=O)(=O)c1ccc(OCC(=O)Nc2ccc(Oc3ccccc3)cc2)cc1,-0.1,26.0,-8.5,-0.4
C=CCn1c(C)cc(C(=O)COc2ccc(S(=O)(=O)N3CCCC3)cc2[N+](=O)[O-])c1C,-0.1,-1.5,-6.9,-1.0
COCCCNC(=O)CCCOc1ccc(Cl)cc1Cl,0.1,-5.0,-2.8,1.2
COc1ccccc1-n1c(SC)nc2c(sc(=S)n2-c2ccc(C)cc2C)c1=O,0.3,1.0,1.7,-0.4
C=C(C)CN(CC)C(=O)CC1(c2cccc(OC)c2)CC(=O)N(CCOC)C1=O (configuration not stated),0.0,0.8,6.6,-0.8
CCC(C)(C)NS(=O)(=O)c1ccccc1[N+](=O)[O-],0.0,0.4,-2.5,0.7
CCn1c(=O)c2c(nc3n(-c4ccccc4C)c(C)c(C)n23)n(C)c1=O,0.0,17.8,-5.7,-1.3
Oc1ccc(C2(c3ccccc3)CCCCC2)cc1,0.2,1.8,15.7,-1.0
COc1cccc(CN2CCN(C3CCCC3)CC2)c1OC,-0.2,8.2,61.1*,0.1
COc1ccc(Br)cc1/C=C1/Oc2ccccc2N(CC(=O)O)C1=O,0.4,12.5,6.4,-0.4
Cn1c(SCc2ccccc2F)nc2cccnc21,-0.1,13.0,-14.8,1.5
CCCCOc1cccc(NC(=O)c2sc3nc4c(c(-c5ccc(C)o5)c3c2N)CCCC4)c1,-0.1,5.9,-4.8,1.1
CN(C)Cc1nnnn1-c1ccc(-n2nnnc2CN(C)C)cc1,0.0,15.0,5.7,1.7
COc1ccc(CCNC(=O)c2cnc(NCc3cccnc3)s2)cc1,0.0,0.4,11.3,-0.5
O=C(COc1ccc(Cl)cc1)Nc1nnc(-c2ccccc2)o1,0.1,2.1,2.9,2.0
CC(=O)n1ccc2ccc(C(=O)CSc3nnc(-c4cccnc4)n3C)cc21,0.3,11.8,20.1,-1.1
CCOC(=O)c1sc2ncnc(Nc3ccc(F)c(Cl)c3)c2c1C,-0.1,-5.3,-1.0,0.6
N#CC1=C(N)Oc2c(c(=O)[nH]c3ccccc23)C1c1ccncc1 (configuration not stated),-0.2,-7.8,-5.7,0.7
C=CCNC(=O)c1c(NC(=O)c2ccc(OC)cc2)sc2c1CCCC2,-0.1,-9.7,3.6,1.0
O=C(Nc1cc([N+](=O)[O-])ccc1F)c1ccc(Br)o1,-0.3,2.0,-5.0,1.2
CCc1c(C)sc(NC(=S)NCc2cc(C)n(C)n2)c1C(=O)OC,0.2,-7.1,18.3,-2.3
CC(=O)c1c(C)[nH]c(C(=O)OCCOc2cccc(Br)c2)c1C,0.1,-10.3,-13.1,1.2
CC/C(C)=N/NC(=S)Nc1cccc(S(=O)(=O)N(C)C)c1,0.1,11.7,8.4,4.4
COc1ccccc1-n1ncc2c(C)nnc(SCC(=O)NCc3ccc4c(c3)OCO4)c21,-0.1,-0.3,-5.3,-0.6
CCOCCOC(=O)C1=C(C)NC2=C(C(=O)CC(C)(C)C2)C1c1cccc(Cl)c1 (configuration not stated),1.3,20.1,10.2,-1.6
CCN(CC)c1ccc(N2CCN(S(=O)(=O)c3ccc(F)cc3)CC2)nn1,-0.3,-0.1,-18.1,-1.2
O=C(CN1CCN(S(=O)(=O)c2ccc(Cl)cc2)CC1)Nc1ccc(F)cc1F,-0.1,-7.6,-3.3,0.1
O=C1c2ccccc2C(=O)N1n1c(=O)[nH]c2ccccc2c1=O,-0.1,5.6,6.4,0.8
Cc1cccc2nc(-c3ccccc3)c(-c3ccccc3)nc12,0.3,9.5,8.0,-0.4
Cc1ccc(NC(=O)CN2N=NC3C(=O)N(c4cccc(Cl)c4)C(=O)C32)cc1C (configuration not stated),0.7,4.5,20.2,0.1

# Another view of part of the listing above.
Molecule | FBW7 activator | TEAD-YAP block | MITF inh | GPR151 activ
CC/C(C)=N/NC(=S)Nc1cccc(S(=O)(=O)N(C)C)c1 | 0.1 | 11.7 | 8.4 | 4.4
COc1ccccc1-n1ncc2c(C)nnc(SCC(=O)NCc3ccc4c(c3)OCO4)c21 | -0.1 | -0.3 | -5.3 | -0.6

# More records follow:
SMILES,FBW7 activator,TEAD-YAP block,MITF inh,GPR151 activ
CC(=O)c1cc2c(cc1NC(=O)/C=C/C(=O)O)OCO2,0.0,-2.4,10.4,-0.6
O=C(COC(=O)c1ccc(N2C(=O)CCC2=O)cc1)Nc1cccc(Cl)c1,0.4,-12.8,16.1,0.7
Cc1nc(N2CCC(C)CC2)c2c(C)c(C(=O)NC(C)C)sc2n1,-0.2,-6.4,-0.5,-1.1
O=C(NCCSCc1cccs1)Nc1ccccc1,0.0,-20.2,5.1,-0.2
NC(=O)c1ccc(Nc2nccn3c(-c4ccc5[nH]ccc5c4)cnc23)cc1,0.7,-33.7,11.4,-0.6
Cc1cc(C)nc(N/N=C/c2ccc(OC(F)F)cc2OC(F)F)n1,-0.1,-7.3,-4.5,-1.2
Nc1cc(=O)[nH]c(=S)n1-c1cccc(C(F)(F)F)c1,-0.1,-0.6,7.0,1.2
COc1cc(/C=N/NC(=O)CSCc2ccc([N+](=O)[O-])cc2)ccc1O,0.1,-0.9,11.8,1.5
FC(F)(F)Oc1ccc(Nc2nc(Nc3nc(-c4ccccc4)cs3)nc(N3CCCCC3)n2)cc1,0.0,4.3,4.2,0.1
CCCCc1ccc(NC(=O)CN2C(=O)C(C)SC(C)C2=O)cc1 (configuration not stated),0.1,6.5,0.6,6.1*
O=C(Nc1ccc(-n2cnnn2)cc1)C1CCN(Cc2cc3ccccc3o2)CC1,0.5,9.3,6.6,1.2
CCCOC(=O)c1cccc(NC(=O)/C=C\C(=O)O)c1,0.0,7.2,0.5,-0.5
CN1CC(=O)N2CCN(Cc3cccc(Cl)c3)C[C@@H]2C1=O,-0.1,11.0,12.8,3.5
Cc1cccc(-c2ocnc2C(=O)Nc2ccccc2NC(=O)c2ccccn2)c1,0.1,0.1,12.0,-0.3
COC(=O)c1ccc(N=C2SC(C(=O)O)CC(=O)N2C)cc1 (configuration not stated),0.0,-0.9,12.3,1.9
CC(C)C(=O)N1CCc2cc(-c3csc(N)n3)ccc21,-0.2,-2.0,-6.3,0.1
CSC1CCCCC1(O)CSc1nc2ccccc2o1 (configuration not stated),0.0,-8.7,8.2,-0.4
Cc1ccc(C(=O)NCc2ccc3c(c2)OCO3)cc1C,-0.1,-21.8,-11.9,3.8
Cc1c(C(=O)NC(=S)NCCCN2CCOCC2)cccc1[N+](=O)[O-],-0.1,5.0,-3.4,0.0
COc1ccc(C2C(C(=O)N3CCN(c4ccccc4OC)CC3)c3ccccc3C(=O)N2C)cc1 (configuration not stated),0.9,13.3,7.4,0.1
CCc1cc(-c2[nH]ncc2-c2ccc3c(c2)OCCO3)c(O)cc1O,0.4,6.7,7.4,0.7
COc1cccc(C2NC(=O)NC(C)=C2C(=O)OC2CCCCCCC2)c1 (configuration not stated),0.0,-2.2,-0.6,2.2
Cc1ccc(C)c(NC(=O)Cn2cnc3c2c(=O)n(C)c(=O)n3C)c1,-0.1,-0.6,-4.3,0.7
O=C(Nc1ccc([N+](=O)[O-])cn1)c1cccnc1,0.1,-0.2,-7.5,-0.5
CCCCCCCC(=O)N1CCc2[nH]c3ccccc3c2C1,-0.1,-7.7,-17.5,1.3
O=C(CSc1nnc(NC2=NS(=O)(=O)c3ccccc32)s1)N1CCCCC1,0.0,-15.6,-13.8,1.5
O=S(=O)(c1ccc(NCCc2c[nH]c3ccccc23)nc1)N1CCOCC1,0.1,0.5,9.0,-0.6
Nc1cc(S(=O)(=O)Nc2ccc(Br)cc2)ccc1Cl,0.1,-4.6,-6.5,0.0
Cc1ccc(NC(=O)c2ccc(F)c(S(=O)(=O)N3CCc4ccccc43)c2)cc1F,0.0,-4.8,-11.7,0.9
OCCN1CCN(c2nc(-c3cccnc3)nc3scc(-c4ccccc4)c23)CC1,-0.2,-20.7,1.8,1.0

# Some values from the entries so far.
# Reading for CCCCCCCC(=O)N1CCc2[nH]c3ccccc3c2C1 in MITF inh: -17.5
# Reading for Cc1ccc(NC(=O)c2ccc(F)c(S(=O)(=O)N3CCc4ccccc43)c2)cc1F in FBW7 activator: 0.0
# Reading for OCCN1CCN(c2nc(-c3cccnc3)nc3scc(-c4ccccc4)c23)CC1 in TEAD-YAP block: -20.7

# (cont.)
SMILES,FBW7 activator,TEAD-YAP block,MITF inh,GPR151 activ
COc1ccc(-c2cccc(NS(=O)(=O)c3ccc4c(c3)CCCC4)c2)nn1,0.0,-0.8,-1.6,0.7
Cc1ccc(C(=O)Nc2cc([N+](=O)[O-])ccc2F)cc1Cl,0.1,-2.5,6.5,0.7
COc1cc(C(=O)OCC(=O)c2ccc[nH]2)ccc1OCc1ccccc1,0.4,-6.1,10.9,-5.4
Cc1noc(C)c1C(=O)Nc1ccc(Cl)cc1C(F)(F)F,0.2,14.9,5.6,0.2
CCN(CC)S(=O)(=O)c1cccc(-c2nnc(SC3CCCCC3=O)n2N)c1 (configuration not stated),-0.1,2.5,8.3,1.4
Cc1cccc(C(=O)NCc2ccccc2)c1[N+](=O)[O-],0.3,4.5,9.2,-1.9
O=C1CSc2sc(=S)sc2SC1,0.0,4.2,1.5,1.1
CCCN(CCC)CCNC(=O)c1cnc(N2CCN(c3ccccn3)CC2)c2ccccc12,0.0,20.9,-0.1,-0.3
COc1ccc(-n2nc3c(c2NC(=O)c2cc(Cl)ccc2OC)CS(=O)(=O)C3)cc1,1.7,8.3,19.3,-0.5
CC(C)(C)c1nc2ccccc2c2nn(CC(=O)N3CCCCC3)c(=O)n12,-0.1,4.5,-8.1,0.1
C=CCn1c(=NC(=O)C2=COCCO2)sc2cc(C(=O)OCC)ccc21,0.0,-5.6,-2.8,-0.2
COc1ccc(CC2(CCC(=O)N3CCOCC3)CCC(=O)N2)c(F)c1 (configuration not stated),-0.1,-10.8,-11.4,-0.4
COc1cc2c(cc1OC)C(COc1ccccc1OC)N(C(=O)c1ccc(Cl)c([N+](=O)[O-])c1)CC2 (configuration not stated),0.0,8.4,18.5,-1.1
O=C(NC1CCCC1)c1cccnc1Nc1ccc(Cl)cc1,-0.1,-5.0,-7.2,0.6
CCOC(=O)C(C)Oc1ccc2oc(=O)cc(C)c2c1 (configuration not stated),0.2,-1.3,9.3,-0.9

# An excerpt from above, limited to MITF inh.
SMILES	MITF inh
CC(C)(C)c1nc2ccccc2c2nn(CC(=O)N3CCCCC3)c(=O)n12	-8.1
C=CCn1c(=NC(=O)C2=COCCO2)sc2cc(C(=O)OCC)ccc21	-2.8
COc1ccc(CC2(CCC(=O)N3CCOCC3)CCC(=O)N2)c(F)c1 (configuration not stated)	-11.4
COc1cc2c(cc1OC)C(COc1ccccc1OC)N(C(=O)c1ccc(Cl)c([N+](=O)[O-])c1)CC2 (configuration not stated)	18.5
O=C(NC1CCCC1)c1cccnc1Nc1ccc(Cl)cc1	-7.2
CCOC(=O)C(C)Oc1ccc2oc(=O)cc(C)c2c1 (configuration not stated)	9.3

# (continued)
SMILES,FBW7 activator,TEAD-YAP block,MITF inh,GPR151 activ
CCn1c(C(=O)O)c(CC(=O)Nc2cnc3ccccc3c2)c2ccccc21,0.2,-1.4,-7.8,-0.1
COc1ccc(NC(=O)Cc2cccs2)cc1Cl,-0.1,-25.6,8.5,1.3
CCC1CCC2(CC1)NC(=O)N(CC(=O)Nc1cc(C)on1)C2=O (configuration not stated),0.0,9.5,5.7,1.5
COc1ccc(CNC(=O)C/C(C)=N/NC(=O)c2cc(Cl)ccc2O)cc1,-0.5,-23.5,-4.2,-2.9
Cc1cc(/C=N/NC(N)=S)c(C)n1-c1ccc(Cl)cc1,-0.3,3.1,2.3,0.2

# An unsorted share of the library; 3.4% or so of the library scored in one or more.
